Screens as filed in PubChem BioAssay.
pPAFAH FP inh: pPAFAH enzyme inhibitors, primary screen, biochemical, fluorescence polarization, human; recombinant pPAFAH, FP-rhodamine probe fluorescence polarization; inhibition, % at 3.39 µM; 330,000 tested, 1.5% active;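 active = inhibition above the mean inhibition across the screen plus 3 SD, cut at about 25% in these data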;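 also: inhibitors block binding of the rhodamine activity-based probe so polarization drops; 0% = enzyme with DMSO and 100% = wells lacking pPAFAH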
PAFAH2 FP inh: PAFAH2 enzyme inhibitors, primary screen, biochemical, fluorescence polarization, human. recombinant PAFAH2, FP-rhodamine activity probe. inhibition, % at 3.39 µM. 340,000 tested, 0.99% active. AID 492956, 2010. Platelet-activating factor acetylhydrolase 2, cytoplasmic (Homo sapiens), Q99487;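 active = inhibition above the mean over all tested compounds plus 3 SD, cut at about 30% in these data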;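 also: inhibitors block probe labeling of enzyme so polarization drops; 0% = enzyme with DMSO and 100% = wells lacking PAFAH2 protein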
LYPLA2 inh: LYPLA2 inhibitors, primary screen, counter-screen for PME1 inhibitor project, biochemical, fluorescence polarization, FP-Rh probe ABPP; recombinant LYPLA2; Acyl-protein thioesterase 2 (Homo sapiens), O95372; AID 2177, 2009; 320,000 tested, 0.38% active; inhibition, % at 5.9 µM;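 active = inhibition above the screen-wide mean plus 3 SD, limit set per campaign, cut at about 26% in these data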;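 also: 0% = LYPLA2 with DMSO and 100% = wells lacking LYPLA2 enzyme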
Target sequence (O95372 whole entry, looked up): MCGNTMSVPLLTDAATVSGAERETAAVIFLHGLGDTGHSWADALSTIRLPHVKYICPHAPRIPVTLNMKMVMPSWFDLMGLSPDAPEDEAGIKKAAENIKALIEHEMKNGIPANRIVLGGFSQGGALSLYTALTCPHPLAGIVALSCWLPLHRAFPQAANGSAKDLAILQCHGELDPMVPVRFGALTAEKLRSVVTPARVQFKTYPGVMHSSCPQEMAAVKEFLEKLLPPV
PAFAH1B3 inh: PAFAH1B3 enzyme inhibitors, primary screen, biochemical, fluorescence polarization, human. 340,000 tested, 0.28% active. recombinant PAFAH1B3, FP-rhodamine probe. inhibition, % at 3.39 µM;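 active = inhibition above the screen-wide average of all tested compounds plus 3 SD, cut at about 25% in these data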;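 also: 0% = enzyme with DMSO only and 100% = wells lacking PAFAH1B3 protein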
LYPLA1 counter: LYPLA1 inhibitors, primary screen, counter-screen for PME1 inhibitor project, biochemical, fluorescence polarization, FP-Rh probe ABPP; AID 2174, 2009; Acyl-protein thioesterase 1 (Homo sapiens), O75608; recombinant LYPLA1; inhibition, % at 5.9 µM; 320,000 tested, 0.16% active;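 active = inhibition above the mean of all tested compounds plus 3 SD, set per campaign, cut at about 14% in these data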;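 also: inhibitors block serine hydrolase probe labeling of LYPLA1 so polarization falls; 0% = enzyme with DMSO and 100% = wells lacking LYPLA1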
PME-1 inh: PME-1 inhibitors via competitive probe labeling, primary screen, biochemical, fluorescence polarization, FP-Rh probe, HTS; Protein phosphatase methylesterase 1 (Homo sapiens), Q9Y570; recombinant PME-1; inhibition, % at 5.9 µM; 320,000 tested, 0.53% active; AID 2130, 2009;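 active = inhibition above the campaign mean of all compounds plus 3 SD, cut at about 26% in these data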;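 also: competitive labeling of PME-1 active site by serine hydrolase directed probe; 0% = PME-1 with DMSO and 100% = wells lacking PME-1 enzyme; inhibitors block probe labeling so polarization falls and inhibition rises; many of its hits are not listed in these tables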
Target sequence (Q9Y570 whole entry, looked up): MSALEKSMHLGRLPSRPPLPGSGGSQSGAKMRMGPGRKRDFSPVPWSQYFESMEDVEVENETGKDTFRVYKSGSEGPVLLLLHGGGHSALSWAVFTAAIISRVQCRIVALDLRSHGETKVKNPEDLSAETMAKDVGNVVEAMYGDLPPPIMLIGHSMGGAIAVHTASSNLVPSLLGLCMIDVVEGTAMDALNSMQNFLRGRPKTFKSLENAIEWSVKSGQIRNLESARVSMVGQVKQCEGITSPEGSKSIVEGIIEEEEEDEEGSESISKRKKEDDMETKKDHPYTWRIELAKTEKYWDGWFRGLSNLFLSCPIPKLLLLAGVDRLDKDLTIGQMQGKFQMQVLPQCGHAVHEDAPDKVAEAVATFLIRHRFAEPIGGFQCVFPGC
GSTO1 inh: inhibitors of recombinant GSTO1, primary screen, counter-screen for RBBP9 inhibitor project, biochemical, fluorescence polarization | Glutathione S-transferase omega-1 (Homo sapiens), P78417 | activity-based probe fluorescence polarization | inhibition, % at 5.96 µM | 300,000 tested, 1.1% active;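 active = inhibition above the campaign mean inhibition plus 3 SD, cut at about 35% in these data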;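 also: 0% = GSTO1-1 with DMSO and 100% = wells lacking GSTO1-1 enzyme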
Target sequence (P78417 whole entry, looked up): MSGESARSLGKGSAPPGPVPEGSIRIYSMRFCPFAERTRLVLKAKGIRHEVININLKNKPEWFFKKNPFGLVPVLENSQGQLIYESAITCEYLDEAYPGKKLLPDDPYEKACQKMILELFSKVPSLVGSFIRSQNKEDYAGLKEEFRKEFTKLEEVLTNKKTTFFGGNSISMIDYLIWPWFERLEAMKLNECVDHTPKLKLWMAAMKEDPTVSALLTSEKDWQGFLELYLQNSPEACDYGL
PAFAH1B2 FP inh: PAFAH1B2 enzyme inhibitors, primary screen, biochemical, fluorescence polarization, human. Platelet-activating factor acetylhydrolase IB subunit alpha2 (Homo sapiens), P68402. recombinant PAFAH1B2, FP-rhodamine activity probe. inhibition, % at 3.39 µM. 340,000 tested, 1.2% active. AID 492953, 2010;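 active = inhibition above the mean of all tested compounds plus 3 SD, cut at about 24% in these data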;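 also: 0% = enzyme with DMSO and 100% = wells lacking PAFAH1B2; many of its hits are not listed in these tables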
PAD4 inh: human PAD4 inhibitors, primary screen, biochemical, fluorescence polarization, 1536-well format; AID 485272, 2010; 330,000 tested, 0.41% active; inhibition, % at 6.36 µM; recombinant PAD4, RCA probe fluorescence polarization;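 active = percent inhibition above a cutoff equal to the mean of all tested compounds plus 3 SD, cut at about 15% in these data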;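 also: 0% = PAD4 with RCA probe and DMSO and 100% = probe without PAD4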
* hit, by the source's call; . = no result given.

SMILES | pPAFAH FP inh | PAFAH2 FP inh | LYPLA2 inh | PAFAH1B3 inh | LYPLA1 counter | PME-1 inh | GSTO1 inh | PAFAH1B2 FP inh | PAD4 inh
COc1ccc(C(C(=O)NC(C)(C)C)N(C(=O)CCC(=O)Nc2cc(C)on2)c2cccc(F)c2)cc1 (stereo not given) | 0 | -2 | 10 | 9 | 1 | -8 | 4 | 13 | -1
OC(c1ccc(Cl)cc1)C(O)c1nc2ccccc2[nH]1 (stereo not given) | 9 | 5 | -8 | 7 | -4 | -10 | 5 | 2 | 0
CCOc1ccc(-c2nnc(-c3ccco3)o2)cc1OCC | 4 | 10 | -6 | 7 | -3 | 2 | 1 | 7 | 5
O=C(NN=C(c1ccccc1)c1ccccn1)c1ccccc1 | 1 | 9 | . | 15 | . | . | . | 6 | 5
COc1ccc(C2c3cc(OC)c(OC)cc3CCN2C(=O)c2ccccc2)cc1OC (stereo not given) | 9 | -5 | 0 | 5 | -3 | -1 | 2 | -9 | -6
CCc1ccc(NC(=S)N(Cc2cccnc2)Cc2ccco2)cc1 | -1 | -1 | 8 | 0 | 4 | 6 | 18 | 1 | 3
O=C(Nc1ccccc1C(=O)O)c1ccc(NC(=O)c2ccc(Br)o2)cc1 | 13 | -40 | -8 | 4 | -4 | -30 | -48 | -3 | -7
CN(Cc1ccccc1)C(=O)CCCn1c(=O)[nH]c2cc(Cl)ccc2c1=O | 3 | -2 | -7 | 9 | -3 | 4 | 0 | 2 | -2
CC1(C)CC(=O)C(C(C2=C(O)CC(C)(C)CC2=O)c2ccc(Cl)c([N+](=O)[O-])c2)C(=O)C1 (stereo not given) | 5 | 4 | 0 | 0 | -1 | -5 | 13 | -3 | -4
CCOC(=O)C1CCCN(S(=O)(=O)c2ccc(C)cc2)C1 (stereo not given) | -1 | 10 | 9 | -7 | 0 | 2 | 2 | 6 | -2
O=[N+]([O-])c1ccc(CNc2cccc(F)c2)s1 | 7 | 1 | 4 | 7 | 3 | 8 | 5 | 3 | -8
COc1cc(OC)cc(-c2c(-c3cccs3)c3cc(-c4ccc5c(c4)OCO5)ccc3n2C)c1 | 21 | -2 | 7 | 7 | -2 | -3 | . | 0 | 0
Nc1nnc(CC(=O)N/N=C/c2cccc(OCCOc3ccccc3)c2)s1 | -8 | 18 | -8 | 2 | -14 | -35 | -24 | 1 | -12
COc1cccc(CNS(=O)(=O)c2ccc3c(c2)CCN3C(=O)C2CC2)c1 | 1 | -1 | -1 | 2 | -3 | 4 | 17 | 4 | -4
COc1ccc(CCNc2ccc(C(CC(N)=O)NC(=O)c3cc(OC)ccc3OC)cc2[N+](=O)[O-])cc1 (stereo not given) | 8 | 2 | -2 | -2 | -2 | 9 | -1 | 3 | 2
CC(=O)NCc1ccc(S(=O)(=O)N2CCN(c3ccccn3)CC2)cc1 | 1 | -6 | 6 | 6 | -3 | -2 | 10 | -1 | -7
Cc1occc1C(=O)NNC(=O)c1ccc(F)cc1 | 4 | -5 | 1 | -5 | -2 | 4 | -3 | -8 | -4
COc1ccc(OC)c(N/C=C2/CCCCC2=O)c1 | 3 | 8 | 0 | 14 | 3 | 4 | 1 | 4 | 1
O=C(Cc1ccc(F)cc1)Nc1c(C(=O)N2CCN(c3ncccn3)CC2)oc2ccccc12 | 5 | 9 | -1 | -2 | -3 | 5 | -3 | -2 | 5
Cc1cc(C)n(-c2ccc(C(=O)OCC(=O)Nc3ccc(S(=O)(=O)N4CCCCC4)cc3)cc2)n1 | 15 | -24 | -42 | -2 | -21 | -15 | -27 | -9 | -2
COC(=O)C(C)Sc1nnc(SC(C)C(=O)OC)s1 (stereo not given) | -6 | 7 | -2 | 1 | 2 | -6 | -6 | 5 | -6
Cc1cccc(C(=O)NC2CCN(CC(=O)Nc3ccc4c(c3)OCO4)CC2)c1 | -3 | -1 | 1 | 1 | -4 | 0 | 10 | 4 | 0
CCc1nnc(NC(=O)C(c2ccccc2)c2ccccc2)s1 | 3 | -3 | 2 | -3 | 0 | 2 | 4 | 4 | 0
S=C(NCCc1ccccn1)Nc1ccc(Cl)cc1Cl | 2 | 6 | -4 | 0 | -2 | -2 | -3 | 2 | -3
CC(O)CNCCOc1ccccc1OCc1ccccc1 (stereo not given) | 4 | -1 | 6 | -1 | 3 | 1 | -3 | 6 | -5
CCc1nn2c(N3CCOCC3)cc(C)nc2c1-c1ccc(F)cc1 | 4 | -9 | 3 | 0 | -3 | -7 | 3 | -2 | -1
Cc1ccc(S(=O)(=O)NCc2ccccc2)cc1C(=O)NCC(C)(C)N1CCOCC1 | 3 | -8 | 2 | -1 | -2 | 1 | -12 | 5 | -6
O=C(N/C(=C\c1ccc(Br)cc1)c1nc2ccccc2[nH]1)c1ccco1 | 4 | -2 | -2 | 0 | 2 | -2 | -4 | 3 | 3
COc1cccc(NC(=O)CSc2nc3ccccc3c(=O)n2C)c1 | 2 | -3 | 11 | 1 | -2 | -1 | -1 | 2 | -1
COc1nnc(-c2ccc(C)c(S(N)(=O)=O)c2)c2ccccc12 | 3 | -2 | 8 | -2 | -4 | 3 | -5 | 2 | -3
CCOc1ccc(NC(=O)c2cn(-c3ccc(OCC)cc3)c(=O)c3cc(OC)c(OC)cc23)cc1 | 2 | -12 | -8 | 3 | -10 | -9 | -13 | 4 | 0
COc1ccc(-c2noc(COC(=O)c3ccco3)n2)cc1OC | -3 | 12 | 9 | 9 | 4 | 2 | . | 4 | 2
Cc1ccc(S(=O)(=O)NCCC(=O)Nc2ccc3c(c2)OCO3)cc1 | -4 | -4 | -9 | 2 | -2 | 0 | -2 | 2 | -3
O=C(NNC(=O)C1CCN(c2ncccn2)CC1)c1ccncc1 | 4 | -1 | 6 | 6 | 2 | 3 | -2 | 1 | 0
CC(C)(C)C1CCc2[nH]c3ccccc3c(=O)c2C1 (stereo not given) | 2 | 4 | 1 | -1 | 2 | 0 | 0 | 4 | -5
COc1ccc(S(=O)(=O)N(C)CC(=O)N2CCC(C(N)=O)CC2)cc1Cl | 1 | 0 | -4 | -2 | -1 | 7 | 8 | 2 | 5
CCNC(=S)N1CCN(c2ccccn2)CC1 | 2 | 3 | -4 | -4 | 0 | -9 | -1 | -1 | -6
CCN(CC)CCN(Cc1cc2ccc(C)c(C)c2[nH]c1=O)C(=S)NCc1ccco1 | 6 | 27 | 6 | 5 | 6 | 1 | 4 | 0 | -8
CSc1ncc(CN2CCc3c([nH]c4ccccc34)C2c2cccc(O)c2)cn1 (stereo not given) | 5 | 2 | -3 | 3 | -5 | -3 | -1 | 8 | -6
OCCNCCNCc1ccccc1OCc1ccccc1 | 0 | -1 | -2 | 15 | -2 | -3 | 3 | 2 | 5
CC1=NN(C(=O)CCc2ccccc2)C(c2ccccc2)C1 (stereo not given) | 0 | -1 | -1 | 2 | -2 | -1 | 1 | 5 | -3
COc1ccc(/C=N/NC(=O)Cn2nnc3ccccc32)cc1OC | 0 | 6 | -2 | 5 | 0 | 1 | -1 | 0 | 0
CC(=O)OCC(OC(C)=O)C(OC(C)=O)C(OC(C)=O)C(=O)Nc1cccc(C)c1 (stereo not given) | -4 | 5 | -3 | -3 | 2 | -7 | 2 | 2 | -4
Cc1[nH]c2ccccc2c1C(c1ccncc1)N1CCN(c2ccccc2F)CC1 (stereo not given) | 1 | 6 | -4 | 5 | -1 | 4 | -2 | 8 | -1
O=C(COc1cc2oc(=O)c3c(c2cc1Cl)CCC3)Nc1ccccn1 | 2 | 1 | 16 | -5 | 3 | 0 | 3 | -3 | 6
CCCCNC(=O)C(=O)NCC1CCCN1S(=O)(=O)c1cccs1 (stereo not given) | 0 | -2 | 4 | 6 | 0 | 4 | -4 | 3 | 1
c1ccc(Oc2cc(-n3cncn3)ncn2)cc1 | 3 | 1 | 2 | 6 | 0 | 1 | 1 | -1 | 1
CCOC(=O)c1sc2nc(C)nc(Nc3ccc(OC)cc3)c2c1C | 8 | 0 | 1 | 0 | -2 | -3 | -1 | 7 | 0
Cc1ccc(C(=O)NN2C(=O)c3ccc(S(=O)(=O)c4ccc(C(=O)O)cc4)cc3C2=O)cc1 | -1 | 5 | -4 | 3 | 1 | 2 | 3 | 24* | -3
C/C=C/C=N/Nc1nc(-c2ccc([N+](=O)[O-])cc2)cs1 | 1 | -1 | -4 | 8 | -5 | 5 | 3 | -5 | 3
NCCOc1ccc(C23CC4CC(CC(C4)C2)C3)cc1 | 3 | 11 | 6 | 5 | 1 | -4 | 7 | 14 | 2
Cn1c(=O)[nH]c(=O)c2c1nc(N1CCNCC1)n2Cc1ccccc1Cl | 6 | -7 | 9 | 6 | 2 | 4 | 2 | 2 | 3
CCN(CCCNC(=O)CC1Oc2ccc(C)cc2NC1=O)Cc1ccccc1 (stereo not given) | 5 | 3 | 5 | 0 | 1 | -1 | 2 | 1 | 2
O=C(COC(=O)c1ccc(S(=O)(=O)NCc2ccco2)cc1)c1ccccc1 | 19 | 0 | 5 | 0 | -3 | -2 | 5 | 3 | 2
Cc1ccc(OCc2ccc(C(=O)NCC3CCCO3)cc2)cc1C (stereo not given) | 5 | -3 | 2 | 4 | 0 | -2 | . | 3 | 3
Cc1ccccc1C(=O)Nc1cc(S(=O)(=O)N2CCCCC2)ccc1N1CCN(C)CC1 | 2 | 10 | -1 | 1 | -3 | 6 | 3 | 3 | 3
COc1ccc(C2OC(=O)c3ccccc3S2)cc1 (stereo not given) | 4 | 86* | 16 | 5 | 1 | -1 | 13 | 3 | 13
CC(C)(C)S(=O)(=O)c1ccsc1C(=O)O | 1 | 1 | -2 | 5 | 0 | 2 | 0 | 6 | 3
COc1ccc(N2CCN(c3cnc4ccccc4n3)CC2)cc1 | 2 | -4 | 4 | 3 | 3 | 0 | 6 | 3 | 0
C=CCn1c(-c2cccn(Cc3ccc(Cl)cc3)c2=O)n[nH]c1=S | 4 | 0 | 2 | 4 | -2 | -1 | -5 | 33* | 2
O=C(Oc1ccc2ccc(OC(=O)N3CCOCC3)cc2c1)N1CCOCC1 | 5 | -3 | -7 | 0 | 5 | 2 | -1 | -2 | 3
O=C(O)c1c2c(nc3ccccc13)/C(=C/c1cccc([N+](=O)[O-])c1)CCC2 | -4 | -1 | 3 | 2 | 0 | 3 | -4 | -5 | 0
Cc1ccc(-c2ccnc3c(Cl)c(C)nn23)cc1 | -2 | 0 | 0 | 13 | -1 | 2 | 6 | -1 | 3

Not all compounds are listed; count on the stated rates, not on these rows.
